KLK7 zymogen act: activators of human kallikrein-7 zymogen | AID 652039 | P49862 | activation, % at 7 µM | 370,000 tested, 0.9% active | purified proKLK7, EDANS-DABCYL substrate fluorescence; 100% is mature enzyme control, 0% vehicle;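 active = activation above the mean of all tested compounds plus 3 SD, computed per campaign excluding outliers beyond control limits, cut at about 13% in these data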
ARFGAP1 inhibitor: inhibitors of rat ARFGAP1 | Q62848 | Arfgap1-stimulated ARF1 GTP hydrolysis, GDP FP detection | inhibition, % at 16.5 µM | 360,000 tested, 0.26% active | AID 651572;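 active = inhibition above a per-plate limit, mean inhibition of low control wells plus 3 SD, cut at about 25% in these data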;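 also: 0% = DMSO wells with enzyme and 100% = wells lacking Arfgap1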
Target sequence (Q62848 1-136 limits assumed): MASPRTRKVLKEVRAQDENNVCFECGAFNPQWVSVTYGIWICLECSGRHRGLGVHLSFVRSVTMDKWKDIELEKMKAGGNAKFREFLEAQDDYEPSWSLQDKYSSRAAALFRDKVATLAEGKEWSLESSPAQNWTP
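Assay system: purified rat His6-Arfgap1 residues 1-136 (GAP domain); Reagent: human Δ17 ARF1 bound to GTP; Dosing: 16.5 µM single point, 1.26% DMSO; Times: GTP hydrolysis reaction 2 h at 25 °C; Signal: FP, GDP Alexa 633 tracer displaced from anti-GDP antibody, 620/688 nm; Measure: % inhibition from polarization.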
sPLA2-III inh: Blocks human group III sPLA2 activity; 370,000 tested, 0.56% active; Q9NZ20; QFRET BODIPY PC-A2 liposome hydrolysis, fluorescence; inhibition, % at 12.2 µM;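 active = inhibition above mean plus 3 SD of compounds lying within the high and low control bounds, cut at about 19% in these data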;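 also: 0% = median of test compound wells and 100% = no enzyme DMSO wells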
DDE Tn7 FP inh: disrupts Tn7 cyclic peptide binding to fibrin D-Dimer-E complex. P02675. FP displacement of FITC-Tn7 peptide from fibrin DD(E); 0% = median of compound wells per plate. inhibition, % at 8.3 µM. 370,000 tested, 0.13% active. AID 720508;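 active = inhibition above the mean of compounds falling within the control limits plus 3 SD of them, cut at about 14% in these data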;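 also: 0% = plate median of compound wells and 100% = 10 µM Aha-Tn7 peptide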
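Assay system: Human clot-derived fibrin DD(E) complex | Buffer or medium: Tris/NaCl/CaCl2 buffer, pH 7.8 | Repeats: One replicate per compound | Benchmarks: Aha-Tn7 high control | Measure: % inhibition scaled between sample-field median and high-control FP | Schedule: 10 min plus 3 h, room temperature | Signal: Fluorescence polarization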
PLCb3 inh: inhibitors of human phospholipase C beta3. Q01970. Purified PLC-beta3, fluorogenic substrate, fluorescence. inhibition, % at 12.2 µM. 370,000 tested, 0.18% active. AID 720704; in the data active = inhibition above about 11%;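 also: 0% = median of compound wells on plate and 100% = full blocker control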
PLCg1 inh: PLC-gamma1 (human) inhibition, primary screen; purified PLC-gamma1, fluorogenic substrate, fluorescence; P19174; inhibition, % at 12.2 µM; 370,000 tested, 0.84% active; AID 720700; in the data active = inhibition above about 9.5%
ASAP1 GAP inh: ASAP1 ArfGAP inhibition. Q9ULH1. ASAP1-stimulated ARF1 GTP hydrolysis, GDP FP detection. inhibition, % at 16.5 µM. 360,000 tested, 0.19% active; in the data active = inhibition above about 25%;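 also: 0% = vehicle with enzyme and substrate and 100% = no enzyme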
UHRF1 binding: UHRF1 methyl-DNA binding inhibition; inhibition, % at 4.4 µM; 370,000 tested, 0.75% active; Q96T88; AID 687016; UHRF1 binding to methylated oligo, TR-FRET; in the data active = inhibition above about 21%;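 also: UHRF1 SRA domain binding a hemimethylated CpG hairpin DNA probe; 0% = median of test compound wells and 100% = reference inhibitor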
Target sequence (Q96T88 whole entry, looked up, the tested form may be a part): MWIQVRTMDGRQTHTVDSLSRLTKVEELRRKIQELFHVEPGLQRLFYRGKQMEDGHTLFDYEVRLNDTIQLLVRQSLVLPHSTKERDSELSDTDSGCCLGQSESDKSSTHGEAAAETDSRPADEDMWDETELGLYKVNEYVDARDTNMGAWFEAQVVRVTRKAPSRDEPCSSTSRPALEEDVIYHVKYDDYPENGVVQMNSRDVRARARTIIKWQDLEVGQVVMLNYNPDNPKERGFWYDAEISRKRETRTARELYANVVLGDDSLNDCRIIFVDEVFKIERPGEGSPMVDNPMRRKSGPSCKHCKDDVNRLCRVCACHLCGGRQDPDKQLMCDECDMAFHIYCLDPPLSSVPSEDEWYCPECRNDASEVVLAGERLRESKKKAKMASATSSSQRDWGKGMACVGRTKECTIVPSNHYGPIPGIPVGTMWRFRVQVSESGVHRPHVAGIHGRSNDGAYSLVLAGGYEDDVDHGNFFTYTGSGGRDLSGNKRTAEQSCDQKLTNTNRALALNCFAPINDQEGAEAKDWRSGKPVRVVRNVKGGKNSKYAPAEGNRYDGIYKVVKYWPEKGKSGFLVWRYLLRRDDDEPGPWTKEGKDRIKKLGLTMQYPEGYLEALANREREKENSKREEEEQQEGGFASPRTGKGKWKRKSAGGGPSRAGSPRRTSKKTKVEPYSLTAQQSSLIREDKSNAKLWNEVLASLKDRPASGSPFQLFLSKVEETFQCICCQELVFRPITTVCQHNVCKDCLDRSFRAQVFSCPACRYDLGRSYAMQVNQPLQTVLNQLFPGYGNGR
DDE Tn6 FP inh: inhibitors of Tn6 peptide binding to human fibrin DD(E). inhibition, % at 8.3 µM. 370,000 tested, 0.21% active. P02675. Fibrin DD(E) TRITC-Tn6 fluorescence polarization displacement;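 active = inhibition above a per-campaign cutoff: mean of compounds within control limits plus 3 SD, cut at about 15% in these data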;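 also: 0% = median of all compound wells on the plate and 100% = blocking peptide control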
NR1D1 modulator: modulators of human Rev-erb alpha DNA binding. P20393. Rev-erbα–FITC-DNA binding, fluorescence polarization, 90 min. activity, % at 10 µM. 370,000 tested, 0.79% active;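 active = activity above about 14%, limit read from the data; passing the limit was not always enough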;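 also: 0% = DMSO wells with 35 nM protein and 100% = DMSO wells with 750 nM protein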
Numbers without * were called inactive; i = inactive.

DDE Tn6 FP inh	NR1D1 modulator	PLCb3 inh	KLK7 zymogen act	sPLA2-III inh	ARFGAP1 inhibitor	ASAP1 GAP inh	DDE Tn7 FP inh	PLCg1 inh	UHRF1 binding	Compound
2	-6	-8	-0.5	-4	0	7	-3	-1	0	Cc1ccc(NC(=O)CNc2cc(S(=O)(=O)N3CCOCC3)ccc2NCC2CCCO2)cc1F (stereo not drawn)
7	-4	-1	0.1	0	-6	6	-1	2	1	COc1cc(C(=O)Nc2ccc(C)cc2)c(-n2cnnn2)cc1OC
-5	-5	-6	-0.1	-12	1	-1	6	0	1	O=C1/C(=C/c2ccc(Cl)cc2)SC(=S)N1CCC(=O)N1CCCCC1CCO (stereo not drawn)
-4	4	-8	0.2	0	-9	-1	5	-4	-3	O=C(O)Cc1ccc(NCc2ccccc2Cl)cc1
-9	-3	-10	0.0	10	14	5	12	-1	-1	COCCn1c(C)cc(C(=O)COc2ccc(N(C)S(=O)(=O)c3ccc(C)cc3)cc2)c1C
-4	0	1	0.5	1	4	-11	-2	0	0	CCOC(=O)CON1C(=O)C(=O)N(OCC(=O)OCC)C2CCCCC21 (stereo not drawn)
-8	-12	i	-7.1	2	5	4	-5	i	-3	Cc1ccc(S(=O)(=O)c2cc3c(=O)n4ccccc4nc3n(Cc3ccco3)c2=N)cc1
3	-7	1	-0.1	-4	14	5	-4	-1	0	CCN1CCN(Cc2ccc(NC(=O)Nc3ccccc3Cl)cc2)CC1
-4	-3	1	-0.2	7	-4	3	-4	-2	-1	O=S1(=O)C[C@H](N2CCN(CCO)CC2)[C@@H](COCc2ccccc2)N1
0	-7	-8	0.5	11	-3	-5	-2	-2	2	COc1ccccc1C(=O)NNC1=NS(=O)(=O)c2ccccc21
0	-2	-5	0.4	4	3	10	0	-2	0	CC(=O)Nc1cccc(NC(=O)c2ccc(C(=O)Nc3cccc(NC(C)=O)c3)nc2)c1
7	6	3	-0.1	-4	-9	-20	3	0	-7	CCN(CC)CCCNC(=O)c1cc(-c2cccc(Cl)c2)on1
-3	4	-2	0.4	-12	2	-2	1	2	-2	CC(C)c1ccc(-c2csc3ncnc(N4CCN(C)CC4)c23)cc1
-2	-4	-111	1.1	5	18	13	-1	-73	0	CNC(=O)c1c(NC(=O)c2ccco2)sc2c1CCC2
0	0	-2	-0.5	-1	7	-12	3	1	-3	COc1ccc(CCCC(=O)NCCc2ccccc2)cc1
1	3	-1	-0.7	11	-8	-7	2	-3	2	O=C(Nc1cccc2c1CCCC2)c1ccccc1F
11	1	2	0.6	2	-4	-11	2	2	0	COC(=O)N1C(=O)[C@@](c2ccccc2)(C2CCCCC2)N1C(=O)OC
0	2	-8	0.3	-1	-3	-5	11	1	-2	O=C(NCCc1ccccc1)C(=O)NCC1OCCN1S(=O)(=O)c1ccccc1 (stereo not drawn)
-6	-2	2	-0.1	16	2	19	1	0	5	Cc1cc(NC(=O)CSc2nc3c(c(=O)n2CCc2ccccc2)SC(C)C3)no1 (stereo not drawn)
-5	7	-27	0.4	1	-10	9	4	-11	-4	COc1cc(/C=N/NC(=S)Nc2cccnc2)cc(OC)c1O
-1	1	-3	0.7	12	-4	-3	-2	4	-1	CC1C/C(=C\c2cccnc2)C(=O)/C(=C/c2cccnc2)C1 (stereo not drawn)
6	2	6	-0.7	0	-2	-4	-5	1	0	Cc1ccc(NN2C(=O)C=CC2=O)cc1
7	6	-3	-0.3	2	5	-12	2	-7	2	Cc1ccc(OCC(=O)NCc2ccco2)cc1C
-8	0	-7	0.3	11	1	0	4	-4	6	CCc1n[nH]c(=S)n1/N=C/c1c(O)ccc2ccccc12
0	5	4	0.1	-15	16	0	8	5	1	CCOC(=O)NC(=O)CSc1nnnn1-c1ccc(C)cc1
-4	5	-12	-0.4	-4	10	-3	7	-8	4	Cc1cc(NC(=O)c2cc(-c3ccco3)on2)n(-c2ccccc2)n1
-3	1	-99	1.6	-3	8	2	1	-92	-7	O=C(COc1ccccc1)NNc1c2ccccc2nc2ccccc12
-7	-1	-20	-0.5	-16	0	7	-6	-16	-3	CCOC(=O)C1=C(NC#N)OC(C)=C(C)C1c1ccc(O)cc1 (stereo not drawn)
-3	-2	-10	-0.5	-3	-1	-4	-5	-5	0	Nc1c(C(=O)c2ccc(Cl)cc2)sc2nsc(SCCN3CCOCC3)c12
2	-2	-1	0.6	-8	3	0	-1	1	-1	COc1cc(CN(CC(C)C)S(=O)(=O)c2ccccc2Br)cc(OC)c1

DDE Tn6 FP inh	NR1D1 modulator	PLCb3 inh	KLK7 zymogen act	sPLA2-III inh	ARFGAP1 inhibitor	ASAP1 GAP inh	DDE Tn7 FP inh	PLCg1 inh	UHRF1 binding	Compound
1	-3	0	0.0	-5	1	-4	9	3	0	CC(C)CCNC(=O)[C@H](Cc1ccccc1)N1Cc2ccccc2C1=O
-9	-2	-5	0.3	-5	11	-11	-4	-1	1	FC(F)(F)c1ccnc(Oc2ccc(C3=NCCS3)cc2)c1
-1	3	0	0.4	-4	20	0	1	1	1	CCc1cccc(NC(=O)COC(=O)c2c(-c3ccccc3)noc2C)c1
-1	0	5	0.0	-4	4	5	-1	0	-2	CC(C)CC(=O)N(c1nnc(-c2cccnc2)s1)C1CCCC1
8	0	3	-0.1	14	3	-1	4	3	-2	CNC(=S)NNC(=O)c1ccc(=O)n(Cc2cccc(C(F)(F)F)c2)c1
-2	27*	1	0.1	1	13	-2	7	1	2	Cc1ccc(S(=O)(=O)c2nc(Nc3ccccc3C#N)sc2Cl)cc1
0	-2	-1	0.1	2	-2	10	3	-1	3	Cc1ccc(-n2nc3c(c2NC(=O)CCC2CCCCC2)CS(=O)C3)cc1 (stereo not drawn)
2	-1	4	0.0	-2	-11	-4	-2	5	-3	Cc1ccccc1NS(=O)(=O)c1ccc2[nH]cc(C(=O)NCCCN3CCOCC3)c(=O)c2c1
10	-3	-1	-0.3	-1	-2	1	3	-4	9	O=C(c1ccco1)N1CCN(C2CN(Cc3cn(Cc4ccccc4C(F)(F)F)nn3)S(=O)(=O)C2)CC1 (stereo not drawn)
-3	0	-6	-0.5	6	0	-4	9	1	-3	Cc1ccc(S(=O)(=O)Nc2cccc(C(=O)N3CCCC3)c2)cc1F
1	3	-8	-1.4	14	11	0	0	2	0	O=C(Nc1cccc2cccnc12)c1ccc(Cl)cc1Cl
-1	-6	-2	1.1	4	0	4	-2	5	-2	O=C(O)C(Nc1nc(C(F)(F)F)nc2ccccc12)c1ccccc1 (stereo not drawn)
2	-3	-4	-0.7	2	-10	-3	-3	1	-2	O=C(NNc1ncnc2c1cnn2-c1ccc(F)cc1)c1cccs1
-3	0	-16	-0.1	-4	3	11	1	-12	-1	Cc1cc(/C=C2/C(=O)N(C)C(=S)N2C)c(C)n1C1CC1
5	3	0	0.1	-3	-5	1	9	0	-3	Nc1ncnc2c1ncn2[C@@H]1O[C@H](CNCc2ccccc2OCC(=O)N2CCCCC2)[C@@H](O)[C@H]1O
2	3	-3	-0.1	0	1	11	-5	-2	0	CC1CC1C(=O)OCC(=O)Nc1ccccc1Oc1ccccc1 (stereo not drawn)
-13	-1	-3	-0.3	6	2	6	0	0	-2	Cc1ccccc1C(=O)Nc1cccc(-c2ccc(N3CCOCC3)nn2)c1
1	-1	-33	-0.2	-15	9	-5	3	-26	1	Cc1ccc2c(c1)C=CC(C#N)N2C(=O)c1ccccc1 (stereo not drawn)

Complete entries as entered above.
Nc1c(C(=O)c2ccc(Cl)cc2)sc2nsc(SCCN3CCOCC3)c12 as listed: DDE Tn6 FP inh = -3; NR1D1 modulator = -2; PLCb3 inh = -10; KLK7 zymogen act = -0.5; sPLA2-III inh = -3; ARFGAP1 inhibitor = -1; ASAP1 GAP inh = -4; DDE Tn7 FP inh = -5; PLCg1 inh = -5; UHRF1 binding = 0
Cc1cc(/C=C2/C(=O)N(C)C(=S)N2C)c(C)n1C1CC1 as listed: DDE Tn6 FP inh = -3; NR1D1 modulator = 0; PLCb3 inh = -16; KLK7 zymogen act = -0.1; sPLA2-III inh = -4; ARFGAP1 inhibitor = 3; ASAP1 GAP inh = 11; DDE Tn7 FP inh = 1; PLCg1 inh = -12; UHRF1 binding = -1

Some of the entries so far, field by field.
structure: Cc1ccc(S(=O)(=O)c2nc(Nc3ccccc3C#N)sc2Cl)cc1
- DDE Tn6 FP inh: -2
- NR1D1 modulator: 27*
- PLCb3 inh: 1
- KLK7 zymogen act: 0.1
- sPLA2-III inh: 1
- ARFGAP1 inhibitor: 13
- ASAP1 GAP inh: -2
- DDE Tn7 FP inh: 7
- PLCg1 inh: 1
- UHRF1 binding: 2
structure: Cc1ccc(-n2nc3c(c2NC(=O)CCC2CCCCC2)CS(=O)C3)cc1 (stereo not drawn)
- DDE Tn6 FP inh: 0
- NR1D1 modulator: -2
- PLCb3 inh: -1
- KLK7 zymogen act: 0.1
- sPLA2-III inh: 2
- ARFGAP1 inhibitor: -2
- ASAP1 GAP inh: 10
- DDE Tn7 FP inh: 3
- PLCg1 inh: -1
- UHRF1 binding: 3
structure: Cc1ccccc1NS(=O)(=O)c1ccc2[nH]cc(C(=O)NCCCN3CCOCC3)c(=O)c2c1
- DDE Tn6 FP inh: 2
- NR1D1 modulator: -1
- PLCb3 inh: 4
- KLK7 zymogen act: 0.0
- sPLA2-III inh: -2
- ARFGAP1 inhibitor: -11
- ASAP1 GAP inh: -4
- DDE Tn7 FP inh: -2
- PLCg1 inh: 5
- UHRF1 binding: -3
structure: O=C(c1ccco1)N1CCN(C2CN(Cc3cn(Cc4ccccc4C(F)(F)F)nn3)S(=O)(=O)C2)CC1 (stereo not drawn)
- DDE Tn6 FP inh: 10
- NR1D1 modulator: -3
- PLCb3 inh: -1
- KLK7 zymogen act: -0.3
- sPLA2-III inh: -1
- ARFGAP1 inhibitor: -2
- ASAP1 GAP inh: 1
- DDE Tn7 FP inh: 3
- PLCg1 inh: -4
- UHRF1 binding: 9

Bioassay records from PubChem.
